From PubChem BioAssay
PAFAH1B3 FP inh – PAFAH1B3 enzyme inhibitors, primary screen, biochemical, fluorescence polarization, human | inhibition, % at 3.39 µM | recombinant PAFAH1B3, FP-rhodamine probe | 340,000 tested, 0.28% active | AID 492972, 2010;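 active = inhibition above the screen-wide average of all tested compounds plus 3 SD, cut at about 25% in these data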;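 also: 0% = enzyme with DMSO only and 100% = wells lacking PAFAH1B3 protein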
PAD4 inh – human PAD4 inhibitors, primary screen, biochemical, fluorescence polarization, 1536-well format | Protein-arginine deiminase type-4 (Homo sapiens), Q9UM07 | recombinant PAD4, RCA probe fluorescence polarization | inhibition, % at 6.36 µM | 330,000 tested, 0.41% active | AID 485272, 2010;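 active = percent inhibition above a cutoff equal to the mean of all tested compounds plus 3 SD, cut at about 15% in these data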;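 also: 0% = PAD4 with RCA probe and DMSO and 100% = probe without PAD4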
PAFAH2 FP inh – PAFAH2 enzyme inhibitors, primary screen, biochemical, fluorescence polarization, human; 340,000 tested, 0.99% active; recombinant PAFAH2, FP-rhodamine activity probe; inhibition, % at 3.39 µM; Platelet-activating factor acetylhydrolase 2, cytoplasmic (Homo sapiens), Q99487;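 active = inhibition above the mean over all tested compounds plus 3 SD, cut at about 30% in these data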;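 also: inhibitors block probe labeling of enzyme so polarization drops; 0% = enzyme with DMSO and 100% = wells lacking PAFAH2 protein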
LYPLA2 inh – LYPLA2 inhibitors, primary screen, counter-screen for PME1 inhibitor project, biochemical, fluorescence polarization, FP-Rh probe ABPP; Acyl-protein thioesterase 2 (Homo sapiens), O95372; recombinant LYPLA2; inhibition, % at 5.9 µM; 320,000 tested, 0.38% active;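 active = inhibition above the screen-wide mean plus 3 SD, limit set per campaign, cut at about 26% in these data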;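 also: 0% = LYPLA2 with DMSO and 100% = wells lacking LYPLA2 enzyme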
PAFAH1B2 FP inh – PAFAH1B2 enzyme inhibitors, primary screen, biochemical, fluorescence polarization, human; recombinant PAFAH1B2, FP-rhodamine activity probe; 340,000 tested, 1.2% active; AID 492953, 2010; inhibition, % at 3.39 µM;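 active = inhibition above the mean of all tested compounds plus 3 SD, cut at about 24% in these data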;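 also: 0% = enzyme with DMSO and 100% = wells lacking PAFAH1B2; many of its hits are not listed in these tables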
LYPLA1 inh – LYPLA1 inhibitors, primary screen, counter-screen for PME1 inhibitor project, biochemical, fluorescence polarization, FP-Rh probe ABPP; AID 2174, 2009; recombinant LYPLA1; Acyl-protein thioesterase 1 (Homo sapiens), O75608; inhibition, % at 5.9 µM; 320,000 tested, 0.16% active;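 active = inhibition above the mean of all tested compounds plus 3 SD, set per campaign, cut at about 14% in these data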;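 also: inhibitors block serine hydrolase probe labeling of LYPLA1 so polarization falls; 0% = enzyme with DMSO and 100% = wells lacking LYPLA1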
Target sequence (O75608 whole entry, looked up): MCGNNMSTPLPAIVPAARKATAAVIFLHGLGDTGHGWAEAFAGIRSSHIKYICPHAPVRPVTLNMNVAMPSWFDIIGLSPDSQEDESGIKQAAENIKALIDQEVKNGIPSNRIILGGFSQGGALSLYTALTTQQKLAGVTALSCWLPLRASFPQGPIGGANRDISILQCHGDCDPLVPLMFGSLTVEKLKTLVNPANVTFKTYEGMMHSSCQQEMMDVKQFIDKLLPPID
PME-1 inh – PME-1 inhibitors via competitive probe labeling, primary screen, biochemical, fluorescence polarization, FP-Rh probe, HTS; recombinant PME-1; inhibition, % at 5.9 µM; 320,000 tested, 0.53% active;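 active = inhibition above the campaign mean of all compounds plus 3 SD, cut at about 26% in these data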;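 also: competitive labeling of PME-1 active site by serine hydrolase directed probe; 0% = PME-1 with DMSO and 100% = wells lacking PME-1 enzyme; inhibitors block probe labeling so polarization falls and inhibition rises; many of its hits are not listed in these tables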
pPAFAH FP inh – pPAFAH enzyme inhibitors, primary screen, biochemical, fluorescence polarization, human. Platelet-activating factor acetylhydrolase (Homo sapiens), Q13093. 330,000 tested, 1.5% active. inhibition, % at 3.39 µM. recombinant pPAFAH, FP-rhodamine probe fluorescence polarization;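 active = inhibition above the mean inhibition across the screen plus 3 SD, cut at about 25% in these data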;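 also: inhibitors block binding of the rhodamine activity-based probe so polarization drops; 0% = enzyme with DMSO and 100% = wells lacking pPAFAH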
Target sequence (Q13093 whole entry, looked up): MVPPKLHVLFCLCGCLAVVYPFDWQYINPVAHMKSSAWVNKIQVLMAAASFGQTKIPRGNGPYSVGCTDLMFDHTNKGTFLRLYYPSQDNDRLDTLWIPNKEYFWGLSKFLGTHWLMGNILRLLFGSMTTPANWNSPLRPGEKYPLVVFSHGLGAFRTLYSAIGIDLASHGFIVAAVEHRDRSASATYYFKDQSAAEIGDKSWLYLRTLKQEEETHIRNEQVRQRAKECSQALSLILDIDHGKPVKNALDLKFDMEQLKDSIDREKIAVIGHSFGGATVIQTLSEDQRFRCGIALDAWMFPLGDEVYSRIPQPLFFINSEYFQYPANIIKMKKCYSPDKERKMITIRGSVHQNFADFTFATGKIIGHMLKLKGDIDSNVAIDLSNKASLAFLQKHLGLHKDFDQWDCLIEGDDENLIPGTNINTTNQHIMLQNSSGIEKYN
GSTO1 inh – inhibitors of recombinant GSTO1, primary screen, counter-screen for RBBP9 inhibitor project, biochemical, fluorescence polarization; Glutathione S-transferase omega-1 (Homo sapiens), P78417; activity-based probe fluorescence polarization; inhibition, % at 5.96 µM; 300,000 tested, 1.1% active;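 active = inhibition above the campaign mean inhibition plus 3 SD, cut at about 35% in these data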;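 also: 0% = GSTO1-1 with DMSO and 100% = wells lacking GSTO1-1 enzyme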
Target sequence (P78417 whole entry, looked up): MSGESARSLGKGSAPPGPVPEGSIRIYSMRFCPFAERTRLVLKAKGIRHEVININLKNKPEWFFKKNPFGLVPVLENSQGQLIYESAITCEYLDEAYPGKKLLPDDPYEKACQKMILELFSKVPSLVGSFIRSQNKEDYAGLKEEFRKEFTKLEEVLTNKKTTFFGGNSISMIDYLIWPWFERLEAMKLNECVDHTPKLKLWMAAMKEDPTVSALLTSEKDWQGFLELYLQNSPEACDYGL
The depositor's hits bear a star; / = not tested or not shown. A portion of the library. The share of hits here may be higher or lower than overall.

SMILES	PAFAH1B3 FP inh	PAD4 inh	PAFAH2 FP inh	LYPLA2 inh	PAFAH1B2 FP inh	LYPLA1 inh	PME-1 inh	pPAFAH FP inh	GSTO1 inh
COc1ccc(OC)c(CNC(=O)C2CCCN(C(=O)N(C)C)C2)c1 (configuration not stated)	4.5	-6.7	-2.4	-4.2	-3.6	0.0	-4.3	0.6	-1.6
COc1nc(N(CC(N)=O)S(=O)(=O)c2ccccc2)nc(C)c1Cl	-2.2	2.3	5.5	-1.9	2.2	1.6	1.7	-1.3	-4.0
CC1CC(C(=O)Nc2ccccc2)C(=O)O1 (configuration not stated)	5.0	0.9	1.7	3.4	0.7	-0.8	-1.8	-2.3	-3.9
N/C(=N\OC(=O)Cc1ccc([N+](=O)[O-])cc1)c1ccc([N+](=O)[O-])cc1	11.7	-1.0	-79.2	19.8	11.5	0.1	-0.8	4.2	-2.8
CCCc1ccc2oc(C(=O)N(C)Cc3ccn[nH]3)c(C)c2c1	5.9	-3.5	2.7	3.2	0.9	-0.1	10.6	10.0	0.5
CC1CC2C3CCC4=CC(=O)C=CC4(C)C3(F)C(O)CC2(C)C1(O)C(=O)CO (configuration not stated)	5.6	-4.7	-10.8	3.0	5.9	4.9	4.6	5.3	5.6
CC(C)(C)OC(=O)N1Cc2[nH]c3ccccc3c2C[C@@H]1C(=O)O	-0.2	-0.1	-3.1	-10.8	3.1	-2.9	0.3	3.1	/
Cc1ccc(NC(=O)CC2S/C(=N/c3nccs3)N(C)C2=O)c(C)c1 (configuration not stated)	-5.5	0.7	-7.5	0.1	-0.1	-2.8	-1.3	5.5	7.0
CC(Oc1ccccc1)C(=O)NC1CCCCCCC1 (configuration not stated)	10.7	0.7	1.2	5.7	-0.1	1.5	13.1	4.8	7.9
N#Cc1c(NC(=O)CSc2nc3ccccc3c(=O)n2Cc2ccco2)sc2c1CCCC2	15.5	1.1	-1.2	3.1	1.3	-0.6	3.0	-2.6	5.4
Cc1cc(NC(=O)c2ccc(N3C(=O)C4C5C=CC(C5)C4C3=O)cc2)no1 (configuration not stated)	11.8	-7.8	-2.0	-3.8	2.0	0.3	-0.5	-2.3	0.1
COC(=O)c1cn(NC(=O)c2ccccc2[N+](=O)[O-])c(=O)c2ccccc12	7.1	-3.0	-5.1	-1.2	1.2	-0.3	-0.8	1.2	-10.3
Cc1c(NC(=O)CN2c3ccccc3CC2C)c(=O)n(-c2ccccc2)n1C (configuration not stated)	8.4	3.0	0.7	7.6	1.3	1.1	3.4	0.0	11.9
CCOc1ccc(NC(=O)c2csc3c2CCCC3)cc1	6.9	-1.9	4.1	4.2	3.0	0.5	0.5	2.1	6.7
CCOc1cc(C(=O)CCC(=O)OCC(=O)N2c3ccccc3NC(=O)C2(C)C)ccc1O	10.9	-1.6	0.7	-0.7	0.3	3.1	8.2	0.2	-1.0
COc1cc(/C=C2\SC(=O)N(c3ccc(O)cc3)C2=O)cc(OC)c1OC	4.5	1.9	-0.5	-3.6	-2.8	-0.4	2.8	0.8	20.4
O=[N+]([O-])c1ccccc1S(=O)(=O)N1CCCCC1	3.0	0.6	-0.2	2.7	2.9	-1.4	-1.8	2.0	-3.2
Cc1ccc2c(c1)cc1c(=O)n(CC(=O)N(C)c3ccccc3)nc(C)n12	3.1	-0.1	2.8	-1.6	2.5	-0.2	0.4	3.0	2.4
CC(C)CCN1C(Nc2ccccc2)=NC[C@@H]1Cc1ccccc1	2.1	3.5	2.0	4.6	-0.9	2.1	2.6	-0.3	-3.7
CN(C)CCOc1ccc(/C(=C(/CCCl)c2ccccc2)c2ccccc2)cc1	4.7	-2.1	5.7	0.4	7.0	-2.0	1.2	-1.3	-0.8
CCS(=O)(=O)c1nc(S(=O)(=O)c2ccc(C)cc2)c(NCc2ccccn2)s1	-0.5	2.0	2.4	2.7	10.4	1.1	-1.1	3.6	4.1
CCCn1c(=N)c(S(=O)(=O)c2ccccc2)cc2c(=O)n3cccc(C)c3nc21	1.4	2.8	14.3	2.4	1.0	3.4	0.7	0.8	7.8
COc1ccc(/C=N/NC(=O)C(=O)N2CCCCCC2)cc1	6.7	1.0	-0.5	-3.2	1.8	-1.6	-2.8	1.2	8.1
COc1ccc(F)c(-c2nc(CN3CCN(C(=O)c4ccco4)CC3)c(C)o2)c1	5.2	1.2	0.2	-1.1	1.1	-3.8	8.3	-1.5	9.0
CCO[C@@H]1OC(C(=O)N2CCCCCCC2)=C[C@H](c2ccc(C(F)(F)F)cc2)[C@H]1CCCO	2.1	-0.5	3.6	-2.3	-7.0	-3.1	0.2	-1.0	2.8
Cn1c(=O)c2ncn(CC(=O)Nc3cc(C(F)(F)F)ccc3N3CCOCC3)c2n(C)c1=O	-5.5	-5.4	1.9	-2.5	5.4	-2.5	1.2	3.7	-5.0
CCOC(=O)c1[nH]c2ccccc2c1NC(=O)NC1CCCCC1	3.2	-1.6	5.9	-6.9	3.1	-3.0	1.5	3.0	0.4
CC(C)CN(C(=O)CC1CCCC1)c1c(N)n(Cc2ccccc2)c(=O)[nH]c1=O	2.8	-2.8	6.9	0.1	-1.3	-0.7	2.3	1.1	1.5
CCN1CCN(C(=O)CN2C(=O)COc3ccc(S(=O)(=O)N4CCOCC4)cc32)CC1	2.1	-2.1	2.4	5.3	0.4	-1.2	-1.6	4.2	3.7
O=C(CCC(=O)N1CCN(S(=O)(=O)c2ccccc2)CC1)c1cccs1	0.8	0.3	5.8	-4.6	0.2	-0.1	-3.7	3.7	-1.7
COc1cccc(CNCCN2CCOCC2)c1OC	-2.3	-4.7	-3.4	-1.1	0.9	-1.4	-3.8	1.9	1.1
O=C(CSc1n[nH]c(-c2ccccc2O)n1)N1CCCc2ccccc21	1.4	4.1	4.1	-9.1	6.5	-3.1	-2.9	-4.6	6.5
O=C(O)CC(CC(=O)Nc1ccccc1C(=O)O)c1ccccc1 (configuration not stated)	4.1	0.0	-7.9	-2.5	-0.7	-0.3	-4.7	-0.4	9.7
Cc1ccc2cc(C)c(N3CCC(C)CC3)nc2c1	6.5	2.2	1.1	1.8	6.4	3.6	0.4	1.8	-1.4
COc1ccc(CCNC(=O)C(=O)N/N=C/c2cccs2)cc1OC	0.2	-2.6	9.4	3.9	0.7	2.4	2.3	0.1	5.4
Nc1nc(SCC(=O)Nc2ccc(OCc3ccccc3)cc2)n[nH]1	2.5	-5.8	-1.6	4.8	12.0	-2.1	0.3	-0.5	0.7
CCCC(=O)NC(c1ccc(C)cc1)c1ccc2cccnc2c1O (configuration not stated)	11.2	1.3	-0.4	2.4	1.0	-0.9	2.6	13.0	-2.8
COc1ccc(N=Cc2nc(-c3ccccc3)oc2OC(=O)c2ccccc2)cc1	7.4	-0.1	8.7	-4.2	-1.6	-1.6	-1.4	-2.8	4.3
O=C(N/N=C/c1ccccc1OC(F)F)c1cc(-c2ccncc2)nc2ccccc12	2.4	-4.0	-3.8	-9.2	3.5	-8.2	-2.0	-1.1	0.3
CCCN(CC(=O)Nc1ccccc1OC)C(=O)c1cc(S(=O)(=O)NCc2ccccc2)ccc1C	4.8	-2.6	0.2	0.2	-0.2	-0.1	3.3	4.4	-3.3
Cc1ccc(SC[C@H](Cc2ccccc2)N2CC[C@@H](C)CCC2=O)cc1	12.5	2.2	-0.9	-5.3	15.5	-4.1	-0.2	1.2	-0.8
Cc1ccc(C(=O)NC(=S)Nc2cc(C(F)(F)F)ccc2Cl)cc1	5.2	-5.9	-13.6	0.6	-1.2	-1.6	1.5	6.8	3.7
Cc1cccc(-n2c(C)cc(/C=N/NC(=O)c3cccc([N+](=O)[O-])c3C)c2C)c1	-0.2	-4.1	0.0	6.3	2.2	-0.8	0.7	4.2	2.9
CN(C(=O)CS(=O)(=O)c1cn(CC(=O)N2CCOCC2)c2ccccc12)c1ccccc1	-1.6	-0.6	-11.0	10.9	0.8	3.5	-5.2	8.3	3.2
CC1(C)OC(=O)N(CC(=O)Nc2ccccc2)C1(C)O (configuration not stated)	6.8	-0.3	0.9	3.0	-1.9	-4.0	0.1	-4.8	1.2
CCOC(=O)c1cn(CC#N)c2cc(F)c(F)cc2c1=O	2.6	-2.6	-3.4	5.3	-0.4	5.2	1.9	3.3	3.5
O=C(Nc1csc(Cl)c1)c1ccccc1	/	0.3	/	-3.8	/	-0.1	-3.9	0.1	0.0
CCOC(=O)c1[nH]ncc1CN1CCCC(C(=O)c2ccc(OC)cc2C)C1 (configuration not stated)	7.9	-0.8	1.4	-2.8	1.5	-2.1	1.5	-6.6	0.3
CCCCN(CCCC)S(=O)(=O)c1ccc2[nH]c(=O)[nH]c2c1	-1.3	-0.3	0.7	2.4	16.3	-4.0	3.5	3.1	-8.6
COc1ccc(S(N)(=O)=O)cc1C(=O)NNC(=O)CN(C)S(=O)(=O)c1ccc(Cl)cc1	13.3	1.1	0.9	-2.4	9.3	-1.5	-0.6	-2.0	/

More compounds
SMILES	PAFAH1B3 FP inh	PAD4 inh	PAFAH2 FP inh	LYPLA2 inh	PAFAH1B2 FP inh	LYPLA1 inh	PME-1 inh	pPAFAH FP inh	GSTO1 inh
CC[C@@H](C)[C@@H](C(=O)N1CCN(C(=O)OC(C)(C)C)CC1)n1cc(CCCN=C(NC(=O)OC(C)(C)C)NC(=O)OC(C)(C)C)nn1	8.5	-4.8	-2.9	-1.9	4.3	-0.8	-6.4	0.8	5.4
O=c1[nH]c(CSc2ncnc3sccc23)nc2ccccc12	3.1	5.5	0.5	0.8	-1.3	-4.1	0.9	-1.8	-0.5
CC(C)NC(=S)N/N=C1\CCCCc2ccccc21	-4.0	4.5	-2.3	1.6	11.0	1.0	-0.1	-3.0	4.2
O=C(NC1CCCCC1NC(=O)c1ccco1)c1ccco1 (configuration not stated)	5.2	-1.1	-3.6	-2.8	3.7	4.9	2.9	2.4	-0.6
COc1cc(C(=O)O)c2ccccc2n1	7.0	1.7	6.3	-5.8	11.1	-1.5	-7.1	1.0	4.0
CCN1CCN(S(=O)(=O)c2ccc(Cl)c(C(=O)N(C)Cc3cccc(Cl)c3Cl)c2)CC1	5.6	5.3	7.7	0.7	0.1	0.2	19.3	2.4	-7.7
CCCCN1C(=O)NC(NC(=O)c2ccco2)(C(F)(F)F)C1=O (configuration not stated)	2.6	-0.8	0.5	-5.9	6.9	-0.4	0.5	-5.2	5.3
CC(=O)c1sc(-c2ccccc2)nc1C	4.5	-2.5	14.5	2.0	-5.8	0.1	3.0	3.8	5.3
